# Screens from PubChem.
# SRC2 inh = inhibition of GAL4-SRC2 driven luciferase reporter, primary screen, SRC2 inhibitor project, cell-based, luminescence; Nuclear receptor coactivator 2 (Homo sapiens), Q15596; HEK293 GAL4-SRC2 luciferase reporter; inhibition, % at 9 µM; hit rate 0.17% among 370,000;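 active means inhibition above the mean inhibition of all tested compounds plus 3 SD, set per campaign, cut at about 52% in these data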;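 further: 0% = DMSO treated cells and 100% = cells given Gossypol at 36 µM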
# TLR9-MyD88 block = inhibitors of TLR9-MyD88 association in cells, primary screen, cell-based, CHO, BLA complementation, fluorescence. Toll-like receptor 9 (Homo sapiens) + Myeloid differentiation primary response protein …. CCF4 FRET ratio. inhibition, % at 4.98 µM. hit rate 0.21% among 340,000;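 active means inhibition above the mean over all tested compounds plus 3 SD, cut at about 21% in these data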;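 further: 0% = DMSO only wells and 100% = clavulanate BLA inhibitor control wells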
# NCOA3 inh = SRC3 coactivator transcriptional activity inhibitors, primary screen, cell-based, luminescence. HEK293 GAL4-SRC3 luciferase reporter. inhibition, % at 3.6 µM. hit rate 0.17% among 360,000. AID 588352, 2011;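 active means inhibition above a per-campaign cutoff, the mean of all compounds plus 3 SD, cut at about 60% in these data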;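 further: 0% = DMSO-treated cells and 100% = gossypol-treated cells at 36 µM; higher means less SRC3-driven luciferase light from the GAL4 reporter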
# LRH-1 inv ag = LRH-1 (NR5A2) inverse agonists, primary screen, cell-based, luminescence, HEK293T, StAR-luciferase reporter. Nuclear receptor subfamily 5 group A member 2 (Homo sapiens), O00482. LRH-1 transfected, 24 h. inhibition, % at 3.6 µM. hit rate 0.13% among 360,000. AID 602396, 2012;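 active means inhibition above the mean inhibition of all tested compounds plus 3 SD, cut at about 73% in these data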;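 further: 0% = DMSO wells and 100% = reporter-only cells lacking LRH-1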
# Target sequence (O00482 whole entry, looked up): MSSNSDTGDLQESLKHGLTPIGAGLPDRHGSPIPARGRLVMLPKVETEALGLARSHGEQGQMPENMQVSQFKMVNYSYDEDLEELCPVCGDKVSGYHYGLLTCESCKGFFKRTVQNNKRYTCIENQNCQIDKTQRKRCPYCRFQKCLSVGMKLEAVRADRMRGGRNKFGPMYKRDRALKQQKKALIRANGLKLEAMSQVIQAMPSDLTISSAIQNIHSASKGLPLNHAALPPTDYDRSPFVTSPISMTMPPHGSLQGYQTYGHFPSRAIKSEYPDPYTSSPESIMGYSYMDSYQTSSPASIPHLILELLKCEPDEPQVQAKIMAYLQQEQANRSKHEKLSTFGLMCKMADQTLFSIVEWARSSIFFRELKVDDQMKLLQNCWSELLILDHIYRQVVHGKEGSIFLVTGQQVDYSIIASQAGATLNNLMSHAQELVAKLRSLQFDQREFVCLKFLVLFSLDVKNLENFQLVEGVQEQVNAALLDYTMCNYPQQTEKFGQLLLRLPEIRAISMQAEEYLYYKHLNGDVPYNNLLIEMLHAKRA
# LMP1 NFkB inh = EBV LMP1-driven NF-kappaB luciferase reporter inhibitors, primary screen, cell-based, luminescence, single point; LMP1-induced NF-kappaB luciferase reporter cells; inhibition, % at 12.5 µM; hit rate 0.69% among 350,000; AID 504558, 2011; in the data active means inhibition above about 41%;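 further: 0% = neutral control wells and 100% = reference inhibitor control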
# NCOA1 inh = SRC1 coactivator transcriptional activity inhibitors, primary screen, cell-based, luminescence; inhibition, % at 3.6 µM; Nuclear receptor coactivator 1 (Homo sapiens), Q15788; AID 588354, 2011; HEK293 GAL4-SRC1 luciferase reporter; hit rate 0.12% among 360,000;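 active means inhibition above the campaign mean plus 3 SD, with each screening campaign given its own cutoff, cut at about 60% in these data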;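 further: 0% = DMSO treated cells and 100% = gossypol at 36 µM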
# NOD2 RIPK2 PPI = NOD2-RIPK2 binding disruptors in cells, primary screen, fluorescence, CHO cells, BLA complementation; Receptor-interacting serine/threonine-protein kinase 2 (Homo sapiens), O43353; CCF4 ratio; inhibition, % at 4.98 µM; hit rate 0.38% among 360,000; AID 624267, 2012; in the data active means inhibition above about 21%;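 further: 0% = vehicle only and 100% = reference blocker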
# Target sequence (O43353 whole entry, looked up): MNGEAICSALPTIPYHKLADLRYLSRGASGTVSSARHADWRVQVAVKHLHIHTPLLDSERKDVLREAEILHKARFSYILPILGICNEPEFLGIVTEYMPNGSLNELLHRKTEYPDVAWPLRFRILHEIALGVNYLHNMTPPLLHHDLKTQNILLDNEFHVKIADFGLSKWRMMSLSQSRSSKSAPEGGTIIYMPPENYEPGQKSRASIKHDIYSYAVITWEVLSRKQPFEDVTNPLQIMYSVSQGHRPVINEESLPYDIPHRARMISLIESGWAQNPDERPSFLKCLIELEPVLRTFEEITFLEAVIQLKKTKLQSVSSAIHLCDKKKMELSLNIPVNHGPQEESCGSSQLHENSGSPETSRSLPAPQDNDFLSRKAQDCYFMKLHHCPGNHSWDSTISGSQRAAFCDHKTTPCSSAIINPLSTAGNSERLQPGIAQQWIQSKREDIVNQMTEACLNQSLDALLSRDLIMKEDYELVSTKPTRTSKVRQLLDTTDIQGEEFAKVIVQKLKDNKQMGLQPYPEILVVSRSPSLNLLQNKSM
# MC4R antagonist = MC4R antagonists of cAMP signaling, primary screen, cell-based, TR-FRET, antagonist arm of biased-ligand search | Melanocortin receptor 4 (Homo sapiens), P32245 | MC4R-expressing cells, MTII-stimulated cAMP, LANCE TR-FRET | inhibition, % at 6.5 µM | hit rate 0.48% among 360,000;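 active means inhibition above its plate's cutoff, the mean of tested wells on that plate plus 3 SD, cut at about 29% in these data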;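 further: 0% = Melanotan II alone and 100% = Melanotan II plus saturating MCL0020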
#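 Material: human MC4R-expressing U2OS cells. Probe or stimulus: Melanotan II challenge. Dosing: 6.5 µM single dose. Times: 30-min compound, 1-h challenge, 1-h detection, room temperature. Technique: TR-FRET with Eu-cAMP and labeled anti-cAMP, 671 nm. Replication: singlicate.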
# MC4R ag barr = MC4R agonists recruiting beta-arrestin, primary screen, cell-based, luminescence, agonist arm of biased-ligand search; U2OS MC4R beta-arrestin complementation; percent of melanotan II response, DMSO zero; activation, % at 8.9 µM; hit rate 0.98% among 360,000; AID 540308, 2011;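 active means activation above a per-plate cutoff, the mean activation of sample wells on that plate plus 3 SD, cut at about 8% in these data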
# COUP-TFII inh = NR2F2 transcriptional activity inhibitors, primary screen, cell-based, luciferase reporter, HEK293T, luminescence. inhibition, % at 8.6 µM. AID 686940, 2013. COUP transcription factor 2 (Homo sapiens), P24468. HEK293T NGFI-A luciferase reporter. hit rate 0.7% among 370,000;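 active means inhibition above a per-plate cutoff, mean inhibition of test wells between control levels plus 3 SD, cut at about 38% in these data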;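 further: cells cotransfected with COUP-TFII expression vector driving the NGFI-A reporter; 0% = median of COUP-TF2 test wells and 100% = reporter-only cells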
# ABHD5-PLIN5 inh = ABHD5-PLIN5 interaction inhibitors, primary screen, cell lysate, split luciferase complementation, luminescence. AID 602281, 2012. inhibition, % at 4 µM. hit rate 0.78% among 360,000. Split G. princeps luciferase complementation, 4 h;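 active means inhibition above the mean inhibition across every tested compound plus 3 SD, cut at about 22% in these data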;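 further: 0% = DMSO only wells and the 100% control is not disclosed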
# The depositor's hits bear a star; . = not tested or not shown. Only part of the results is shown; the hit share may differ from the screen's.
Molecule,SRC2 inh,TLR9-MyD88 block,NCOA3 inh,LRH-1 inv ag,LMP1 NFkB inh,NCOA1 inh,NOD2 RIPK2 PPI,MC4R antagonist,MC4R ag barr,COUP-TFII inh,ABHD5-PLIN5 inh
COc1ccc(NC(=O)c2ccco2)cc1NC(=O)c1ccccc1F,-5,-9,15,9,1,7,3,3,9.4*,-27,2
CC(C)N1CCN(Cc2ccc(-c3ccccc3Cl)o2)CC1CCO (stereo not given),8,8,15,4,5,-2,-9,14,-0.9,-4,1
O=C(NCc1ccc2c(c1)OCO2)c1cccc(S(=O)(=O)N2CCCCC2)c1,.,-2,11,7,-3,7,-3,-4,-0.6,.,12
CCOc1ccccc1NC(=O)CCn1ccnc1,-36,5,-19,-10,8,-4,-1,7,-0.3,8,11
Cc1ccc(NC(=O)Nc2nnc(-c3ccncc3)s2)cc1,6,-2,-17,-21,11,-12,4,-6,-0.6,5,-3
CCN(CC)S(=O)(=O)c1cc(C(=O)OCC(=O)Nc2cccc(S(=O)(=O)N(C)C)c2)ccc1F,6,10,15,-2,-1,4,11,13,0.9,6,1
O=C(Nc1ccc(Br)cn1)c1ccc(COc2c(F)c(F)cc(F)c2F)o1,-9,15,7,-2,-1,-8,1,4,8.4*,-19,-2
N/C(CN1CCCC1=O)=N\O,-31,-1,-16,-3,-4,-6,5,-4,-0.4,-2,3
Cc1cccc(-c2cnc(C(O)c3ccc(Cl)cc3C)[nH]2)c1 (stereo not given),-12,.,-46,0,.,5,-1,2,5.5,1,-16
CC(C)c1ccc(S(=O)(=O)N2CCN(C(=O)c3ccncc3)CC2)cc1,-12,10,-10,-26,2,3,-3,5,-1.9,-10,1
Cc1ccc(N2CC(C(=O)OCC(=O)Nc3ccccc3C)CC2=O)cc1 (stereo not given),-2,-9,11,1,-4,-7,0,6,-2.8,-17,2
CC(C)(C)[C@@H]1COC(=O)[C@H](Cc2ccc(F)cc2)CC/C=C\C[C@H](CC(=O)N(CCO)Cc2ccccc2)C(=O)N1,6,1,-3,-2,6,-16,-2,4,3.4,-5,-9
CC(NC(=O)/C(C#N)=C/c1cn(-c2ccccc2)nc1-c1ccc(F)cc1)c1ccccc1 (stereo not given),-3,-8,3,5,-23,-15,-11,0,-0.5,-4,-1
Cc1ccc(C)c(OCCSc2nnc(-c3cccnc3)n2N)c1,-19,3,9,15,-3,-5,-10,13,3.0,11,7
O=S(=O)(Nc1ccccc1N1CCCCC1)c1ccc(F)cc1F,-21,-1,12,-9,-1,-11,-6,-3,1.3,17,-2
CCOc1ccc(/C=N/N2CCN(Cc3ccccc3)CC2)cc1,1,-13,-20,9,2,-6,-13,8,1.9,5,0
CCOc1ccc(C(=O)CCC(=O)NNC(=O)c2ccncc2)cc1,-43,3,-3,-4,4,-9,10,-1,-1.4,0,0
FC(F)(F)c1cccc(Oc2cc(C(F)(F)F)nc(-c3ccccn3)n2)c1,-20,6,1,2,4,-4,-9,-5,-1.5,7,-7
CC1(C)c2[nH]c3ccccc3c2C[C@H]2C(=O)N(N)CC(=O)N21,1,4,-2,12,-4,22,7,-7,-0.5,4,1
CN(C(=O)c1ccc(NC(=O)Cc2ccc([N+](=O)[O-])cc2)cc1)C1CCCC1,-19,-1,-8,23,0,15,-1,1,-1.9,7,0
COCC(=O)N1C[C@H]2CON(C)[C@H]2C[C@H]1c1cccc(-c2ccc(C#N)cc2)c1,0,-13,-5,-1,-6,-1,-7,2,1.8,5,-5
COc1cccc(C(=O)NCCS(=O)(=O)N2CCN(C(=O)c3ccco3)CC2)c1,-19,0,3,13,-1,-2,-7,3,0.6,-3,0
O=C1NC[C@H](CCCCN2CCN(CCc3ccc(O)cc3)C(=O)C2=O)N(CCc2ccc(O)cc2)C1=O,10,.,.,-7,.,.,-10,.,.,5,0
Cc1cc(S(=O)(=O)N2CCOCC2)ccc1OCC(=O)Nc1ccc(F)c(Cl)c1,-10,12,-11,8,6,-10,1,-1,16*,3,-6
C=CCOC(=O)C1=C(C)Nc2nnnn2C1c1cccs1 (stereo not given),13,13,5,-3,-9,12,-1,10,-2.6,7,-4
Cc1nn2c3ccccc3nc2n(C)c1=O,-22,-5,5,-29,-2,-6,-1,1,0.5,7,3
CCc1ccc(N2C(=O)CN(Cc3cccs3)C2=S)cc1,-17,1,-13,-23,-4,-14,14,8,-1.8,-24,-1
O=[N+]([O-])c1ccc(COc2ccc(CN3CCCC3)cc2)cc1,-30,-7,-66,-112,-6,-60,-16,13,0.2,-8,-1
O=C(COc1ccc(Br)cc1)Nc1ccc2oc(=O)ccc2c1,-25,-9,2,-8,-6,3,3,11,5.5,2,-1
CCn1c(=O)cc(SCC(=O)NCc2ccco2)c2ccccc21,-16,-8,21,22,10,-4,-6,-16,-1.7,-17,0
COc1ccc2c(c1OC)C(=O)N1C(C(=O)O)Cc3c([nH]c4ccccc34)C21 (stereo not given),-26,-3,-16,-5,-24,-5,-6,10,-0.8,5,7
CCOC(=O)c1c(C)oc2ccc(OCC(=O)C(C)(C)C)cc12,-11,-5,-18,-15,-6,-5,2,6,0.2,0,2
O=C(COC(=O)Cc1ccc(Cl)cc1Cl)NC1CC1,-63,-8,14,-18,6,-1,0,-4,0.0,5,0
COc1cc(CCC(=O)NNC(=O)c2cccc(Cl)c2)cc(OC)c1OC,-9,-11,-15,-14,6,11,-6,9,-0.5,4,3
CCc1ccc(N2C(=O)CC(NNc3nc4ccccc4s3)C2=O)cc1 (stereo not given),-27,-4,-6,25,6,-8,7,-4,3.2,14,-13
CC(NC(=O)CS(=O)(=O)c1ccccc1)c1ccccc1 (stereo not given),18,4,5,-7,3,9,1,-3,-2.7,-9,3
O=C(Cn1ccnc1)c1ccc(O)c(O)c1,-17,-2,-8,-7,-5,-3,6,9,0.3,-14,-3
CSc1ccc(C2NN=C(c3ccccc3)S2)cc1 (stereo not given),-47,.,-75,-85,33,-141,-11,0,2.9,-47,-6
Cc1cc(Cl)ccc1Oc1ncnc2oc(-c3ccccc3)cc12,0,-1,6,7,-2,-10,6,6,-1.4,6,8
O=C(COC(=O)c1ccccc1)c1ccc(S(=O)(=O)N2CCCCC2)cc1,-5,-2,-2,4,9,-11,4,10,2.4,11,-2
Cc1cc(C)nc(N2CCC(C(=O)NCCc3ccc(Cl)cc3)CC2)n1,-41,3,12,10,-2,-8,-2,1,-1.9,3,2
Cn1c(N)c(S(=O)(=O)N2CCN(c3ccccc3)CC2)c(=O)n(C)c1=O,19,-5,4,-5,-3,12,-11,12,-0.7,-13,8
O=C(O)CNC(=S)N(Cc1ccccc1)Cc1ccccc1F,-20,1,16,5,3,13,-10,8,-2.7,10,1
COc1ccccc1C1CC(c2ccc(F)cc2)Nc2ncnn21 (stereo not given),-34,-13,3,-2,6,0,-1,7,-1.6,10,-7
Clc1ccccc1-c1ncc(-c2ccccc2)o1,-82,1,-102,-91,-43,-95,5,-5,1.5,-57,3
O=C(Nc1nccs1)c1cc(-c2ccccc2)nn1-c1ccccc1,-6,3,20,-1,-13,8,-11,-10,0.3,-14,-3
CCC(C)c1ccc(S(=O)(=O)N2CCN(C(=O)COc3ccc4c(C)cc(=O)oc4c3)CC2)cc1 (stereo not given),-11,6,-21,16,-7,12,-3,8,-2.6,4,-13
COc1ccc(-c2noc(=O)n2Cc2ccccc2Cl)cc1,-26,4,5,21,1,13,-4,17,1.6,8,3
CCOC(=O)C1C(=O)NC(c2ccccc2)=NC1c1cccc(Br)c1 (stereo not given),2,-3,6,-5,4,1,-3,5,-2.9,20,-1
CCOC(=O)c1sc(NS(=O)(=O)c2cc(C)ccc2C)nc1C,9,10,10,5,-7,3,-3,8,1.2,-7,-8
CCN(C[C@H]1N[C@@](C)(C(=O)OC)[C@H]2C(=O)N(C)C(=O)[C@@H]12)C(C)=O,-16,2,10,2,-11,-10,2,7,-1.2,-7,1
O=c1nc(N2CCOCC2)nc(N/N=C/c2ccc3c(c2)OCO3)[nH]1,1,8,16,3,-15,6,1,2,-2.7,-4,-1
O=C(c1ccco1)N1CCN(C(=O)C2CC(=O)N(c3ccccc3)C2)CC1 (stereo not given),-4,1,13,24,-8,-5,-10,2,-4.1,-18,1
COc1ccc(C2c3[nH]c4ccccc4c3CCN2Cc2cccn2-c2ncccn2)cc1C (stereo not given),1,-17,7,11,6,2,0,5,2.5,-1,6
O=C(O)Cc1ccc(NC(=O)c2cccs2)cc1,3,-6,5,-11,3,-40,5,-6,-0.5,10,4
O=S(=O)(c1ccc2ccccc2c1)N(CC(O)CN1CCOCC1)c1ccccc1 (stereo not given),13,3,19,11,-3,-3,-7,-6,0.6,-8,12
O=C(Nc1ccnn1C1CCN(Cc2cccc(O)c2)CC1)C1CCCC1,-13,6,20,-12,18,3,-3,4,0.6,-5,0
CCC(C)c1ccc(NC(=S)Nc2ccc(OC)cc2)cc1 (stereo not given),-13,-7,-2,0,3,3,-6,5,-0.5,-2,-10
COCCn1c(SCC(=O)Nc2cc(C)on2)nnc1-c1c[nH]c2ccccc12,4,-8,11,2,8,7,1,0,2.3,2,-4
CN(C)S(=O)(=O)c1ccc(Cl)c(C(=O)OCC(=O)NNC(=O)c2cccs2)c1,13,5,-12,17,-2,-47,12,8,-1.4,-6,2
CCN(CC)C(=O)CSc1nnc2sc3ccccc3n12,-20,4,-27,7,-7,-29,-4,5,-0.7,7,9
CC1CCN(c2c(NCC3CCC(C(=O)N4CCc5ccccc5C4)CC3)c(=O)c2=O)CC1 (stereo not given),-9,3,14,-4,10,-9,8,4,0.6,-5,7
